Tb PYK inh: inhibitors of Trypanosoma brucei pyruvate kinase. TbPYK enzyme, Kinase-Glo Plus ATP luminescence, 45 min. Potency, µM (top dose mostly 76.8 µM), for inactives: top-dose activity, negative = inhibition, usual class: inhibitors. 0.12% of 410,000 active; active = well fitted inhibition curve with a large enough effect; also: nearly all actives have a fitted effect of over 50% in size
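T. brucei PYK with substrate was exposed to pin-transferred compounds across a concentration series, then started with 130 uM ADP (final). After 45 min at room temperature, Kinase-Glo Plus luminescence was read, normalized and curve-fitted.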
Starred values were filed as active, the others as inactive; [ ] = dose if it differs, or a comment. % is scaled to controls: 0 for no effect and ±100 for the full control effect; potency is read from the fitted curve at half-maximal effect. The list is partial (hit frequency here may not be typical).

SMILES | Tb PYK inh
CCCCN1CC(COCc2ccccc2)Oc2cccc(OCc3ccc(OC)cc3)c2S1(=O)=O (stereo unspecified) | -2%
COc1cccc2c1cc1c(=O)n(CC(=O)NCc3ccc(N(C)C)cc3)nc(C)n12 | 1%
NC(=O)CSc1oc(-c2cccs2)nc1S(=O)(=O)c1ccc(Br)cc1 | -3%
Cc1cccc(-c2nc3ccccc3n2Cc2ccccc2)c1 | 0%
Cc1ccn2c(Nc3ccccc3C)c(-c3ccc(N4CCOCC4)cc3)nc2c1 | 1%
CCOc1ccccc1-c1cncc(NC)n1 | 1%
Cc1cccc(CN2C(=O)c3ccccc3S(=O)(=O)c3ccc(C(=O)NCCC4=CCCCC4)cc32)c1 | 0%
CCc1nn2c(-c3ccco3)ccnc2c1-c1ccccc1 | -2%
O=C(Nc1cccc(Cl)c1Cl)c1cc(S(=O)(=O)N2CCCc3ccccc32)ccc1F | 1%
CCOC(=O)C1(C)CCN1C(=O)c1ccc(C)cc1 (stereo unspecified) | -4%
CCC(C)c1ccc(O)c(NC(=S)NC(=O)c2cccs2)c1 (stereo unspecified) | -8%
CCCNC(=O)C1CCC(Cn2c(=O)c3sccc3n(CC(=O)N3CCC(C)CC3)c2=O)CC1 (stereo unspecified) | 1%
Cc1ccc(S(=O)(=O)N(CC(=O)Nc2cccnc2)c2cc(Cl)ccc2C)cc1 | 1%
COc1ccc2c(C)c(CC(=O)NCc3ccc(C)cc3)c(=O)oc2c1OC | 2%
O=C(CN(c1ccccc1Cl)S(=O)(=O)c1ccccc1)NC1CC2CCC1C2 (stereo unspecified) | 4%
COc1ccc(NC(=O)c2cn(-c3ccccc3)nc2-c2ccc(C)cc2)cc1 | 3%
COC(=O)c1cccc(-n2c(C)cc(/C=C3\SC(=O)NC3=O)c2C)c1 | -3%
O=C(COC(=O)Cc1ccc(Br)cc1)NCc1ccccc1 | 0%
CCOC(=O)[C@]12CCCC=C1N(Cc1ccc(Cl)cc1Cl)C(=O)[C@H](CC(=O)N1CCOCC1)C2 | 6%
Cc1ccc(NC(=O)CCC(=O)N2CCSc3ccccc32)cc1Cl | 2%
CCCCOc1ccc(C(=O)Nc2cccc(-c3nc4ccccc4o3)c2C)cc1 | 2%
CC(C)(C)c1ccc(C(=O)N2CCOC23CCCCC3)cc1 | -13%
CCOc1ccccc1C(=O)NC(C(=O)OCn1nnc2ccccc2c1=O)C(C)C (stereo unspecified) | 1%
Cc1ccccc1OC(=O)c1snnc1C | 0%
COC(=O)c1cc(NC(=O)Cn2ncc3c2-c2ccccc2OC3)cc(C(=O)OC)c1 | -6%
COc1ccc(C(=O)NCCn2cc(SCc3c(F)cccc3Cl)c3ccccc32)cc1 | 0%
CCCNC(=O)CCC(=O)N1Cc2ccccc2Oc2ncccc21 | 1%
COc1cccc2c1Oc1ncccc1N(C(=O)CCC(=O)NCc1ccc(N(C)C)cc1)C2 | -13%
CCOc1ccc(C(=O)NC2CC(=O)N(c3ccc(C)cc3)C2)cc1OCC (stereo unspecified) | 1%
CCOC(=O)c1c(NC(=O)Cc2coc3cc(C)ccc23)sc2c1CCCC2 | -7%
COc1cccc(C(=O)c2cn(CC(=O)Nc3cccc(Cl)c3C)c3nc(C)ccc3c2=O)c1 | 3%
O=C(c1ccccc1)n1nc(-c2ccco2)nc1NCc1ccccc1Cl | 1%
COc1ccc(CCNC(=O)c2ccc(Cn3c(=O)c4ccccc4n(Cc4ccc(C)cc4)c3=O)cc2)cc1OC | -2%
CN(C(=O)CSc1cn(CC(=O)N2CCCCCC2)c2ccccc12)c1ccccc1 | -3%
COc1ccc(CN2C(=O)C(CC(=O)NC(c3ccccc3)c3ccccc3)CC(C(=O)N(C(C)C)C(C)C)=C2C)cc1 (stereo unspecified) | -11%
Cc1ccc(-c2nc(S(=O)(=O)c3ccc(C)cc3)c(N3CCCCC3)o2)cc1 | -7%
CCOc1cccc(C2Oc3nc(SC)nnc3-c3ccccc3N2C(C)=O)c1OC (stereo unspecified) | 2%
Cc1ccccc1-c1cnc2c(c1)C(=O)N([C@@H](C)CO)C[C@@H](C)[C@H](CN(C)Cc1ccccc1F)O2 | -11%
COc1cc(OC)c(NC(=O)c2ccc3c(c2)N(Cc2ccc(C)cc2)CCS3)cc1Cl | 0%
COc1cc2ccccc2cc1C(=O)Nc1cccc(-c2nc3cc(C)ccc3o2)c1C | -2%
CCC(=O)N1CCc2cc(S(=O)(=O)NC(C(=O)NCCc3ccccc3)C(C)C)ccc21 (stereo unspecified) | -1%
CCN(C(=O)CSc1nc2ccccc2[nH]1)c1ccccc1 | 7%
Cc1ccc(S(=O)(=O)NCC2CCC(C(=O)N(C)Cc3ccccc3)CC2)cc1 (stereo unspecified) | -2%[15.4 µM]
CCN(CC)C(=O)C1=C(C)N(CCC2=CCCCC2)C(=O)C(CC(=O)NCc2ccco2)C1 (stereo unspecified) | 1%
Cn1c(=O)cc(SCC(=O)N2CCN(c3ccccc3F)CC2)c2ccc(Cl)cc21 | -7%
COc1cccc(S(=O)(=O)N(C)C[C@@H]2Oc3cc(Br)ccc3S(=O)(=O)N([C@@H](C)CO)C[C@@H]2C)c1 | 5%
O=C(COc1ccccc1)NC1CC(=O)N(c2ccc3c(c2)OCCO3)C1 (stereo unspecified) | -2%
Cc1c(Cl)cccc1NC(=O)Cn1c(=O)n(Cc2ccco2)c(=O)c2oc3ccccc3c21 | -11%
CC(C)c1ccc(C2CC(=O)N3CN(C4CCCCC4)CSC3=C2C#N)cc1 (stereo unspecified) | 3%
CCOC(=O)c1c(C)c(-c2ccccc2)n(CC(=O)NCCc2cccc(C)c2)c1C | -1%
CCN1C(=O)[C@H]2[C@@H](c3ccc(C)cc3)N[C@]3(CCCN(Cc4ccc(C)cc4)C3=O)[C@H]2C1=O | -20%
O=C(NCc1cccs1)C1CCN(C(=O)N2CCOc3ccccc32)CC1 | 4%
COc1ccc(NC(=O)C2(C)CCN2Cc2ccc(OC(F)(F)F)cc2)cc1OC (stereo unspecified) | 0%
Cc1cccc(N2CCN(C(=O)CCCn3ncn4c(cc5occc54)c3=O)CC2)c1C | 1%
O=C(c1ccc(C(F)(F)F)cc1)N1CCC(c2noc(-c3ccc(S(=O)(=O)N4CCCC4)cc3)n2)CC1 | 1%
O=C(Cc1ccc(Cl)cc1)Nc1ccc2oc(-c3ccc(F)cc3)nc2c1 | -1%
O=C(Nc1ccc(C(O)c2ccccc2)cc1)[C@@H]1O[C@H](CO)[C@@H](O)[C@H]1O (stereo partly specified) | 1%
CCOc1ccc(/C=C/c2nc(C#N)c(N(C)C)o2)cc1 | -18%
O=C1Nc2cc(C(=O)N3CCOCC3)ccc2S/C1=C/c1ccccc1F | -11%
COc1cccc(-c2nc(CS(=O)CC(=O)N3CCN(c4cccc(C(F)(F)F)c4)CC3)c(C)o2)c1 (stereo unspecified) | -3%

Some of these compounds in order of SMILES length, smallest number first:
SMILES | Tb PYK inh
CC(C)(C)c1ccc(C(=O)N2CCOC23CCCCC3)cc1 | -13%
CCOC(=O)c1c(C)c(-c2ccccc2)n(CC(=O)NCCc2cccc(C)c2)c1C | -1%
COc1cccc(-c2nc(CS(=O)CC(=O)N3CCN(c4cccc(C(F)(F)F)c4)CC3)c(C)o2)c1 (stereo unspecified) | -3%

Next entries:
SMILES | Tb PYK inh
COc1ccccc1CNc1ncnc2onc(-c3ccc(Cl)cc3)c12 | 0%
COc1cc(NC(=O)CCCOc2cc(=O)n(C)c3ccccc23)cc(OC)c1OC | -2%
Cn1c(=O)[nH]c2cc(-c3noc(-c4ccc(C#N)cc4)n3)ccc21 | -3%
COCC1CCN(Cc2c(C(=O)N3CCOCC3)nc3c(C)cccn23)C1 (stereo unspecified) | 4%
O=C(CSc1ncc2c(n1)-c1ccccc1N(Cc1ccc(Cl)cc1)S2(=O)=O)c1ccccc1 | 1%
Cc1cc(C)c(/C=C/c2onc(C)c2S(=O)(=O)N2CCC(C(=O)Nc3ccc(Cl)c(C(F)(F)F)c3)CC2)c(C)c1 | -5%
COc1ccc(NC(=O)Cn2cnc3sc(C)c(S(=O)(=O)N4CCN(c5ccccc5OC)CC4)c3c2=O)cc1OC | -12%
CSc1nn(Cc2ccc(Cl)cc2)c(N(C(C)=O)C(C)=O)c1S(=O)(=O)c1ccccc1 | -11%
Cn1c(=O)n(-c2ccc3c(c2)OCO3)c2nc(-c3ccc(Cl)cc3)nc(C(N)=O)c21 | 1%
Cc1cc(Cl)ccc1NC(=O)c1cc(S(=O)(=O)N2CCOCC2)cn1C | 2%
CCc1ccc2c(c1)NC(c1ccc(F)cc1)=NC(c1ccncc1)=N2 | 3%
CCOc1ccccc1N(C)C(=O)c1c2c(nc3ccccc13)C(=O)N(C1CCCCC1)C2 | -6%
CCC(=O)Nc1ccc(S(=O)(=O)NC[C@H]2O[C@@H](n3cnc4c(=O)[nH]c(N)nc43)[C@H](O)[C@@H]2O)cc1 | 7%
O=C(CSc1ccccn1)NC1CCCc2c1cnn2-c1ccccc1F (stereo unspecified) | 1%
COc1ccc(CN(C(C)=O)c2cc(C)c([N+](=O)[O-])cc2OC)cc1OC | 6%
CCc1ccc(NC(=O)c2ccc(NS(=O)(=O)c3c(C)noc3C)cc2)cc1 | -2%
O=C(NCc1cc(Cl)cc(Cl)c1)c1ccc2sc([C@@H]3O[C@H](CO)[C@H](O)[C@H](O)[C@H]3O)nc2c1 | 3%
CCOc1ccc(OCC)c(S(=O)(=O)N2CCN(c3cccc(C)c3C)CC2)c1 | -14%
Cc1ccc(C(=O)Nc2cc(-c3cn4cccnc4n3)ccc2C)cc1C | 1%
CCCC(C)(C)C(=O)N1CCC1(C)C(=O)NS(=O)(=O)c1ccc(Br)cc1 (stereo unspecified) | 5%
Cc1ccc(S(=O)(=O)c2nnn3c2nc(Nc2ccc(C(C)C)cc2)c2sccc23)cc1C | -7%
COc1cccc(NC(=O)C2CC(=O)N(c3ccc(Br)cc3)C2)c1 (stereo unspecified) | 3%
CC(C)CNC(=O)C(=O)Nc1c2c(nn1-c1ccc(Cl)cc1)CSC2 | 1%
CCCC(=O)Oc1c(Sc2ccc(Cl)cc2)c(C)nn1-c1ccccc1 | -29%
CCc1ccc(NC(=O)Cn2nc(SC)c(S(=O)(=O)c3ccc(OC)cc3)c2N)cc1 | -7%
CC(CNC(=O)Cn1ccc2cc(S(=O)(=O)N3CCCCC3)ccc21)c1ccccc1 (stereo unspecified) | 0%
CC(C)(C)n1nnnc1C(c1cccc2ccccc12)N1CCC2(CC1)C(=O)NCN2c1ccccc1 (stereo unspecified) | 0%
COC(=O)C1=C/C=C\CN(C(c2ccccc2)c2ccccc2)/C=C\1C(=O)OC | -1%
Cc1ccc(NC(=O)CCCc2nnc3n(C)c(=O)c4sccc4n23)cc1C | -10%
Oc1c(C(c2cccc(Cl)c2)N2CCOCC2)sc2nc(-c3ccco3)nn12 (stereo unspecified) | -3%
COc1cc(Cl)ccc1OC(=O)c1cn(-c2ccccc2OC)c(=O)c2ccccc12 | 2%
CCCCCc1nn2cc(-c3ccccc3)nc2s1 | -11%
CC(C)(C)C(=O)NC1(C(F)(F)F)C(=O)Nc2c1c(=O)[nH]c(=O)n2-c1ccccc1 (stereo unspecified) | -10%
CCc1ccc(NC(=O)C2=C(C)C(=O)OC23CCCCC3)cc1 | -3%
CC(=O)N1CC2(CC(c3ccccc3F)=NO2)CN1c1ccc(Cl)cc1 (stereo unspecified) | 5%
Cc1cc(C)cc(-n2c(SCC(=O)N3CCCC3)nc3c([nH]c4ccccc43)c2=O)c1 | -6%
O=C(NCCc1cccs1)c1ccc(Cn2c(SCc3cccc(F)c3)nc3cccnc32)cc1 | -1%
CC1(C)OC(=O)C2=C(C[C@@H](C3CCCCC3)O[C@H]2c2ccc(Cl)cc2)O1 | -3%
CCOCCCNC(=O)CCc1nnc2ccc(N3CCN(c4cccc(OC)c4)CC3)nn12 | 1%
Cc1cccc(C)c1NC(=O)CN(C)CCc1ccccc1 | -9%
Cc1ccccc1-c1noc(-c2ccccc2OCC(=O)Nc2ccccc2[N+](=O)[O-])n1 | 5%
CC(=O)N1CCC[C@@]2(CCN(c3ncccn3)C2)C1 | -4%

Nothing new here: 16 of the compounds above.
SMILES | Tb PYK inh
CCc1ccc(NC(=O)Cn2nc(SC)c(S(=O)(=O)c3ccc(OC)cc3)c2N)cc1 | -7%
CC(CNC(=O)Cn1ccc2cc(S(=O)(=O)N3CCCCC3)ccc21)c1ccccc1 (stereo unspecified) | 0%
CC(C)(C)n1nnnc1C(c1cccc2ccccc12)N1CCC2(CC1)C(=O)NCN2c1ccccc1 (stereo unspecified) | 0%
COC(=O)C1=C/C=C\CN(C(c2ccccc2)c2ccccc2)/C=C\1C(=O)OC | -1%
Cc1ccc(NC(=O)CCCc2nnc3n(C)c(=O)c4sccc4n23)cc1C | -10%
Oc1c(C(c2cccc(Cl)c2)N2CCOCC2)sc2nc(-c3ccco3)nn12 (stereo unspecified) | -3%
COc1cc(Cl)ccc1OC(=O)c1cn(-c2ccccc2OC)c(=O)c2ccccc12 | 2%
CCCCCc1nn2cc(-c3ccccc3)nc2s1 | -11%
CC(C)(C)C(=O)NC1(C(F)(F)F)C(=O)Nc2c1c(=O)[nH]c(=O)n2-c1ccccc1 (stereo unspecified) | -10%
CCc1ccc(NC(=O)C2=C(C)C(=O)OC23CCCCC3)cc1 | -3%
CC(=O)N1CC2(CC(c3ccccc3F)=NO2)CN1c1ccc(Cl)cc1 (stereo unspecified) | 5%
Cc1cc(C)cc(-n2c(SCC(=O)N3CCCC3)nc3c([nH]c4ccccc43)c2=O)c1 | -6%
O=C(NCCc1cccs1)c1ccc(Cn2c(SCc3cccc(F)c3)nc3cccnc32)cc1 | -1%
CC1(C)OC(=O)C2=C(C[C@@H](C3CCCCC3)O[C@H]2c2ccc(Cl)cc2)O1 | -3%
CCOCCCNC(=O)CCc1nnc2ccc(N3CCN(c4cccc(OC)c4)CC3)nn12 | 1%
Cc1cccc(C)c1NC(=O)CN(C)CCc1ccccc1 | -9%
